Screening data from PubChem.
CSN deneddyl inh: blocks human CSN-mediated cullin deneddylation | Q92905 | Purified CSN, SCF-Nedd8-OG deneddylation, fluorescence polarization | inhibition, % at 12.5 µM | hit rate 0.38% among 360,000;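 active = pattern-corrected inhibition above about 35%, with an unprinted fluorescence ratio check between 0.5 and 1.5, limit read from the data, passing the limit was not always enough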;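 also: 0% = enzyme with substrate and 100% = substrate without enzyme; some results filed as inactive read as strong as hits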
Target sequence (Q92905 whole entry, looked up, one chain of several): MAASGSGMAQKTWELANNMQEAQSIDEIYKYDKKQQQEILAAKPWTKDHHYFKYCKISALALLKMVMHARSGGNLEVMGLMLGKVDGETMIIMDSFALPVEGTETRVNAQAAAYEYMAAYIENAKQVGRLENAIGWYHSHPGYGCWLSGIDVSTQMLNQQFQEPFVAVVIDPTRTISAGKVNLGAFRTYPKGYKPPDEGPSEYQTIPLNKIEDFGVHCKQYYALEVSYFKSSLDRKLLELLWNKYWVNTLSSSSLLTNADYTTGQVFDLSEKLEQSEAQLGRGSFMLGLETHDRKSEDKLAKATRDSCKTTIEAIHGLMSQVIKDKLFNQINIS
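assay system = purified human Csn5 enzyme expressed in HEK293T cells | amount = 0.24 nM enzyme | buffer or medium = Tris/NaCl/DTT buffer, pH 7.5 | reagent = 10 nM SCFSkp2-Nedd8OG | compound = one concentration, 12.5 µM, 0.25% DMSO | times = 90 min reaction at room temperature | signal = FP | read-out basis = % inhibition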
Rpn11 inh: inhibitors of human proteasome Rpn11; human 26S proteasome, Ub4-pepOG fluorescence polarization; 20S core pre-blocked with epoxomicin; calls only at 20 µM; hit rate 0.59% among 360,000; AID 588493;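 active = inhibition at 20 µM, scaled to each plate's controls, above about 33%, limit read from the data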
MsrA inhibitor: inhibits bovine methionine sulfoxide reductase A; purified bovine MsrA, absorbance read-out; inhibition, % at 15.5 µM; hit rate 0.75% among 360,000; in the data active = inhibition above about 4.5%;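 also: 0% = vehicle wells with enzyme and 100% = reference inhibitor wells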
Scp1 inh: inhibitors of human Scp-1 phosphatase | Q9GZU7 | AID 493091 | inhibition, % at 20 µM | hit rate 0.88% among 340,000 | Recombinant Scp1, phosphopeptide, malachite green phosphate absorbance;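 active = inhibition above about 50% at 20 µM, limit read from the data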;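 also: plate controls were DMSO wells with enzyme for no effect and wells lacking enzyme for full effect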
Target sequence (Q9GZU7 76-261 limits assumed): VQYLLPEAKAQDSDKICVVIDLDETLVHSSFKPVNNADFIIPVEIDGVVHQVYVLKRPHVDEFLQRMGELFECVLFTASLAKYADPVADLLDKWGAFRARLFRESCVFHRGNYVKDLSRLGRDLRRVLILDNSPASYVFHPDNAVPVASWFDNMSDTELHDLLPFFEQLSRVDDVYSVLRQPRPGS
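System: SCP-1 catalytic domain; Reagent: Phospho 17-mer peptide substrate; Doses: one concentration, 20 µM, with 1.0% DMSO; Incubation: 45 min room-temperature reaction, 5 min colour, 30 min stabiliser; Signal: Phosphate-binding colour reagent, absorbance read at 630 nm.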
LMPTP inh: blocks human LMPTP phosphatase. P24666. recombinant LMPTP-A, OMFP fluorogenic substrate, fluorescence intensity. inhibition, % at 20 µM. hit rate 0.22% among 360,000;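 active = compounds that cut the enzyme signal by at least half of the control window in the single-dose screen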;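 also: plate controls were DMSO wells with enzyme plus substrate for no effect and substrate without enzyme for full effect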
Target sequence (P24666 whole entry, looked up): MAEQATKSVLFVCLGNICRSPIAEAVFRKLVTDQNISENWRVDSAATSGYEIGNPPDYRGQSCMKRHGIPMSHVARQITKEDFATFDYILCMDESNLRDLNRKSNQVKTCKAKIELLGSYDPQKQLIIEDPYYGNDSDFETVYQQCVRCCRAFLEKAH
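Test system: LMPTP-A, protein tyrosine phosphatase of low molecular weight; Input: 0.625 nM enzyme; Incubation: 50 min dark incubation at room temperature; Signal: endpoint fluorescence intensity from OMFP dephosphorylation; Read-out basis: % inhibition versus control wells.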
SUMO1-SIM PPI: alters human SUMO1 binding to SIM partners. P63165. SUMO1 binding to a labelled peptide, TR-FRET, 1 h. inhibition, % at 20 µM. hit rate 0.33% among 360,000. AID 602429; in the data active = inhibition above about 37%
Target sequence (P63165 whole entry, looked up): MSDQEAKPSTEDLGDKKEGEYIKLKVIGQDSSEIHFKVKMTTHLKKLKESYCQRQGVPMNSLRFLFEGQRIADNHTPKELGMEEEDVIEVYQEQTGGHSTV
TbMetRS inhib: blocks T. brucei methionyl-tRNA synthetase activity; purified T. brucei MetRS, ATP depletion, Kinase-Glo luminescence; inhibition, % at 11.9 µM; hit rate 0.4% among 360,000; AID 624268;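 active = inhibition above a per-plate cutoff of the control wells' mean inhibition plus 3 SD, cut at about 5.5% in these data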;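 also: 0% = DMSO wells median and 100% = median of wells with control inhibitor compound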
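Dosing: 11.9 µM compound single dose, 0.9% DMSO; Assay system: purified T. brucei MetRS enzyme; Measured by: Kinase-Glo luciferase luminescence reporting remaining unconsumed ATP; Schedule: 15 min plus 2 h at 25 °C.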
DNMT1 block: inhibitors of human DNMT1 | P26358 | DNMT1 molecular beacon, Hinp1I cleavage, fluorescence | inhibition (reported as % activation of signal), % at 10 µM | hit rate 0.83% among 360,000; in the data active = inhibition above about 50%
STEP block: STEP (human) phosphatase inhibition. P54829. recombinant STEP, OMFP fluorogenic substrate, fluorescence. inhibition, % at 20 µM. hit rate 0.25% among 360,000;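 active = inhibition at 20 µM, scaled per plate between control wells, above about 37%, limit read from the data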;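 also: 0% = DMSO with enzyme and substrate and 100% = substrate only without enzyme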
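Assay system: isolated STEP enzyme / Timing: 20 min at room temperature, dark / Doses: 20 µM, 1% DMSO / Technique: fluorescence intensity, excitation 480 nm, emission 540 nm / Reagent: fluorogenic phosphatase substrate OMFP at 25 µM final / Measure: percent inhibition scaled to no-enzyme and uninhibited-enzyme controls, plate-pattern corrected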
NadD inh: NadD (S. aureus) enzyme inhibition. AID 602399. hit rate 0.78% among 360,000. purified NadD enzyme, colorimetric absorbance read-out. inhibition, % at 20 µM; in the data active = inhibition above about 26%; also: some compounds past the cut are filed as inactive
* marks the source's active call; other numbers are inactive results; i = inactive; . = no result given.

CSN deneddyl inh,Rpn11 inh,MsrA inhibitor,Scp1 inh,LMPTP inh,SUMO1-SIM PPI,TbMetRS inhib,DNMT1 block,STEP block,NadD inh,Compound
-1,i,1.9,-4,4.6,1,-0.3,4,3,5,Cc1ccc2c(CN(C)Cc3ccc(OC(F)F)cc3)cc(=O)oc2c1C
6,i,1.1,.,3.6,-16,0.3,-9,-2,5,COc1ccc(Cc2c(-c3ccco3)nc3c(C)cc(Br)cn23)c(C)c1
2,i,1.4,13,-0.8,-16,-0.2,-1,0,11,S=c1[nH]nc(-c2ccncc2)n1/N=C/C=C/c1ccccc1
-6,i,-1.9,6,-1.2,-3,-0.6,-2,0,-2,Cc1ccc(C2(c3ccc(C)cc3)CC2C(=O)NCc2cccnc2)cc1 (centres undefined)
-4,i,0.7,2,-0.8,-20,-0.4,-3,2,-6,O=C(N/N=C1\CCCc2ccccc21)c1ccc([N+](=O)[O-])cc1Cl
-4,i,-1.1,-2,-0.2,-6,-0.3,-2,1,3,CC(Sc1nc(N)cc(N)n1)C(=O)Nc1ccc(N2CCOCC2)cc1 (centres undefined)
1,i,-0.8,-6,1.2,-33,0.1,4,2,-3,CS(=O)(=O)NCCNc1ccc(Cl)cc1[N+](=O)[O-]
-3,i,.,.,3.9,-4,0.0,-1,-2,-5,COCCNC(=O)C1CCCN(Cc2cccc(Cl)c2)CC1 (centres undefined)
1,i,1.5,-9,-0.1,-10,0.0,1,-4,-5,O=c1c(Br)c(N2CCCCC2)cnn1-c1ccccc1
0,i,-0.6,-7,-0.1,-4,-0.4,0,-2,1,COc1ccccc1C(=O)C1CCCN(C(=O)c2cccc(Cn3cccn3)c2)C1 (centres undefined)
-4,i,1.3,-2,-0.9,0,-1.5,1,-1,0,COC(=O)C1(C(=O)OC)NOC2C(=O)N(N(C)c3ncc(C(F)(F)F)cc3Cl)C(=O)C21 (centres undefined)
1,.,0.7,.,-1.9,2,-0.9,.,.,-2,CCCCNC(=O)C1c2ccccc2OCC(=O)N1CCc1ccccc1 (centres undefined)
4,i,1.8,-1,-1.0,2,-0.4,0,-1,1,COC(CC(=O)NNC(=S)Nc1ccc(Cl)cc1)OC
3,i,-0.8,-4,-0.7,-3,-0.6,-2,1,1,CN(C)c1ccc(C2CC(=O)NC3=C2C(=O)CC(C)(C)C3)cc1 (centres undefined)
-2,i,0.8,-6,-1.1,9,-0.6,0,-1,-7,Cc1ccnc2nc(C(=O)OCC(=O)N(Cc3ccccc3)C(C)(C)C)nn12
-2,i,0.8,-4,-2.8,2,-0.3,0,3,0,O=C(c1ccc(N2CCN(CCO)CC2)nc1)N1CCOCC1
-1,i,0.0,6,-0.5,-10,-2.2,2,0,2,CCCCN(CCCC)C(=O)c1cc(Cl)ccc1[N+](=O)[O-]
-6,i,1.3,-5,-0.9,1,-0.4,0,0,4,COCCN(CCOC)C(=O)c1ccc(NS(=O)(=O)c2ccc3c(c2)OCCO3)cc1
1,i,-0.2,-4,-1.0,6,-0.2,-2,3,7,CN(CCc1ccccc1)C(=O)c1ccc(NC(=O)Cc2ccc(NC(=O)C3CCN(C(=O)c4ccccc4)CC3)cc2)cc1
-1,i,-1.0,21,-0.9,-41,-0.2,29,0,0,N/C(=N\OC(=O)c1ccc(Cl)cc1[N+](=O)[O-])c1ccccn1
-3,i,4.8*,-6,0.8,1,0.6,1,2,2,NC(=O)CN1C(=O)C(O)(CC(=O)/C=C\c2ccc3c(c2)OCO3)c2ccccc21 (centres undefined)
1,i,-0.2,-7,4.2,-11,0.5,-2,3,-10,Cn1c(=O)c([N+](=O)[O-])c(NCc2ccc3c(c2)OCO3)c2ccccc21
0,i,-0.3,-3,1.7,16,-1.2,-2,-2,-1,COc1ccc(CC(=O)Nc2ccc(S(=O)(=O)Nc3cc(OC)nc(OC)n3)cc2)cc1
6,i,2.2,1,-1.9,-2,-1.5,10,2,3,COc1cccc(CNC(=O)C2CCCN(S(C)(=O)=O)C2)c1 (centres undefined)
2,i,-1.3,-6,-2.1,-2,0.1,-4,-5,-4,COc1ccc(C(=N/O)/C(=N/O)c2ccc(OC)cc2)cc1
4,i,-1.7,7,-2.7,5,-0.9,5,1,-3,CC1=CC[C@@]23CCCN2C(=O)CCC[C@H]3C1
1,.,1.4,.,22,8,0.4,.,.,14,Cn1ncc2c(=S)[nH]c(=S)[nH]c21
2,i,1.0,41,0.9,-22,0.1,-1,-1,6,Cn1c(C=O)c(C#CC(C)(C)O)c2ccccc21
3,i,-0.6,-11,-1.3,2,-1.2,2,1,-3,COc1cc(-c2n[nH]c(=S)n2Cc2ccccc2)cc(OC)c1OC
-4,i,-1.4,-7,2.6,-32,-0.3,-3,4,-3,O=C(c1ccc(N2CCCC2)c([N+](=O)[O-])c1)N1CCN(S(=O)(=O)c2ccccc2)CC1
1,i,0.8,5,-2.9,-8,-0.4,-4,-1,0,O=C1C=C(c2ccccc2)C(c2ccccc2)C1O (centres undefined)
-1,i,0.3,-9,-2.0,12,-0.6,-5,-1,-2,COc1cccc(C(c2sc3ncnn3c2O)N2CCc3ccccc3C2)c1 (centres undefined)
-1,i,0.8,-10,-0.2,-3,-0.1,8,0,0,O=C1CCC[C@@H]2Cc3nc4ccc(Cl)cc4cc3[C@@H]3CCN1[C@H]23
0,i,1.3,-7,-0.9,4,-0.1,8,-4,-4,O=C(COc1cccc(C(F)(F)F)c1)NNC(=O)c1ccc(=O)[nH]c1
-1,i,-0.8,4,-2.0,0,-1.4,5,2,-4,CCOC(=O)c1cnc(C(C)(C)C)[nH]c1=O
2,i,1.1,0,-8.0,2,-0.5,7,0,6,CC1(C)CC(=O)C=C(N2CCNCC2)C1
0,i,0.3,6,4.3,6,-0.5,10,2,10,Cc1csc2ncnc(N3CCN(C(=S)Nc4ccc(C(F)(F)F)cc4)CC3)c12
0,i,-1.1,.,-0.7,-3,-0.1,-9,6,-4,Cc1ccc(C(NC(=O)C2CCN(Cc3ccc(Oc4ccccc4)cc3)CC2)c2ccccn2)cc1 (centres undefined)
-2,i,0.1,1,-1.3,4,-0.1,6,12,3,COc1cc(NC(=S)N2CCCC(C)C2)cc(OC)c1OC (centres undefined)
-1,i,0.8,9,-3.5,1,-0.7,5,-2,-3,CCCN=C1N(CC)C[C@@H]2[C@@H]3C(=O)N(C)C(=O)[C@@H]3[C@](CC)(C(=O)OC)N12
-3,i,0.1,-3,-2.1,-1,-1.1,2,-3,-5,Cc1c(C(N)=O)c(-c2ccccc2)nn1-c1ccccc1
1,i,0.4,-7,0.8,-2,2.1,-2,0,6,c1ccc(-c2nnc(SCc3nc4ccccc4[nH]3)o2)cc1
6,i,0.5,1,2.1,0,0.7,1,-1,-5,CCCCSCCCNC(=O)Nc1cccc(OC)c1
2,i,-0.7,6,-1.4,4,-0.1,1,-6,5,COC(=O)c1ccccc1NC(=O)CSc1nnc(-c2cccc(NC(C)=O)c2)n1C
-2,i,-0.4,-12,-0.2,4,-0.2,-4,1,1,CSc1ncccc1C(=O)OCC(=O)Nc1ccc(C)c(S(=O)(=O)N2CCOCC2)c1
1,i,-0.9,-5,-0.2,4,-0.2,1,-3,-5,CCN1C(=O)CC(NC2CCN(C(=O)c3ccc(F)cc3)CC2)C1=O (centres undefined)

Shown with values under each structure: entries from further up
Below each compound: CSN deneddyl inh, Rpn11 inh, MsrA inhibitor, Scp1 inh, LMPTP inh, SUMO1-SIM PPI, TbMetRS inhib, DNMT1 block, STEP block, NadD inh
Cc1csc2ncnc(N3CCN(C(=S)Nc4ccc(C(F)(F)F)cc4)CC3)c12
    0, i, 0.3, 6, 4.3, 6, -0.5, 10, 2, 10
Cc1ccc(C(NC(=O)C2CCN(Cc3ccc(Oc4ccccc4)cc3)CC2)c2ccccn2)cc1 (centres undefined)
    0, i, -1.1, ., -0.7, -3, -0.1, -9, 6, -4
COc1cc(NC(=S)N2CCCC(C)C2)cc(OC)c1OC (centres undefined)
    -2, i, 0.1, 1, -1.3, 4, -0.1, 6, 12, 3
CCCN=C1N(CC)C[C@@H]2[C@@H]3C(=O)N(C)C(=O)[C@@H]3[C@](CC)(C(=O)OC)N12
    -1, i, 0.8, 9, -3.5, 1, -0.7, 5, -2, -3
Cc1c(C(N)=O)c(-c2ccccc2)nn1-c1ccccc1
    -3, i, 0.1, -3, -2.1, -1, -1.1, 2, -3, -5
c1ccc(-c2nnc(SCc3nc4ccccc4[nH]3)o2)cc1
    1, i, 0.4, -7, 0.8, -2, 2.1, -2, 0, 6
CCCCSCCCNC(=O)Nc1cccc(OC)c1
    6, i, 0.5, 1, 2.1, 0, 0.7, 1, -1, -5
COC(=O)c1ccccc1NC(=O)CSc1nnc(-c2cccc(NC(C)=O)c2)n1C
    2, i, -0.7, 6, -1.4, 4, -0.1, 1, -6, 5
CSc1ncccc1C(=O)OCC(=O)Nc1ccc(C)c(S(=O)(=O)N2CCOCC2)c1
    -2, i, -0.4, -12, -0.2, 4, -0.2, -4, 1, 1
